ANO1 block = inhibitors of mouse TMEM16A calcium-activated chloride channel; HEK293 TMEM16A/YFP iodide influx fluorescence, ionomycin; normalized B-score (activity score, 25-100; higher = stronger inhibition) at 10 µM; hit rate 1.2% among 310,000; AID 588511;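 active = ratio plate-corrected score three or more library SD toward inhibition, starting fluorescence score within five deviations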;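 note: score derived from kinetic fluorescence span divided by baseline fluorescence per well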
MrgX1 antagonist = human MrgX1 receptor antagonism, primary screen. AID 588676. MRGX1-HEK293 calcium flux, Fluo-4, BAM8-22 antagonism; active compounds read low. B-score at 10 µM. Q96LB2. hit rate 1.3% among 310,000;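 active = calcium-response B-score plate-corrected more than 3 library SD below zero, starting fluorescence within 5 deviations, no agonist response on first addition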;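 note: peak minus trough fluorescence over baseline after final BAM8-22 challenge near maximal dose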
TRPC4 PAM = allosteric potentiators of mouse TRPC4 channel; Q9QUQ5; HEK293 TRPC4beta/mu-opioid, DAMGO EC20, Fluo-4 Ca2+ flux; active compounds read high; B-score at 10 µM; hit rate 0.42% among 310,000;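 active = B-score of calcium response area above 5 SD of library B-scores, with initial fluorescence ratio within 5 SD of library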;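 note: B-score of integrated fluorescence ratio over time as area under calcium response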
Target sequence (Q9QUQ5 whole entry, looked up): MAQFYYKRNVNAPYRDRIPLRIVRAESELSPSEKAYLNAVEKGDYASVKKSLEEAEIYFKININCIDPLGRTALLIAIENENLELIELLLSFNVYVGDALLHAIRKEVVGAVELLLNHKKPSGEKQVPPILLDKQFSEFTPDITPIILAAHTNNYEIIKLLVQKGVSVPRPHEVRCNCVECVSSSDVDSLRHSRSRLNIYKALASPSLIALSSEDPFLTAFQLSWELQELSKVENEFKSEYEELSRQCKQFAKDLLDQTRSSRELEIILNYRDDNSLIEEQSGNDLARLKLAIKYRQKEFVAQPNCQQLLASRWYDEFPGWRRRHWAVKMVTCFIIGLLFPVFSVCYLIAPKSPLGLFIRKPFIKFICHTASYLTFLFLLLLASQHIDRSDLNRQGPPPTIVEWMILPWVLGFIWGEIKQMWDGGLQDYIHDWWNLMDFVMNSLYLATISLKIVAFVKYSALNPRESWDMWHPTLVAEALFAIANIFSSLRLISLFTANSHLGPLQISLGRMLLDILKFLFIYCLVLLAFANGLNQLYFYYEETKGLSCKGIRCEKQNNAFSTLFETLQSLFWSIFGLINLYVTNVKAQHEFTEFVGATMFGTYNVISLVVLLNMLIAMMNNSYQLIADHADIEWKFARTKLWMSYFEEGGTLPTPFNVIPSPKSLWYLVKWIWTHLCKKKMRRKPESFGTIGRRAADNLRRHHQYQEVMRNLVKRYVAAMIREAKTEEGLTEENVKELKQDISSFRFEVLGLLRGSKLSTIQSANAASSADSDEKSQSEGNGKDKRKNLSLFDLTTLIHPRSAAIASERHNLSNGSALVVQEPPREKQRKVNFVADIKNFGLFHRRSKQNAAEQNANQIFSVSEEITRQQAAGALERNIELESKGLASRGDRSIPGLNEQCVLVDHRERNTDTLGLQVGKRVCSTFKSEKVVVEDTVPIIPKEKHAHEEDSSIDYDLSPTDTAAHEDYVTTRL
TRPC6 act = activators of mouse TRPC6 channel; HEK293-TRPC6 membrane potential dye fluorescence; active compounds read high; B-score at 10 µM; hit rate 0.13% among 310,000;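 active = B-score of the integrated fluorescence ratio above library mean plus 3 SD, and starting fluorescence ratio within library mean plus 5 SD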;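 note: higher score means more depolarization so channel activation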
ANO1 activ = activators or potentiators of mouse TMEM16A chloride channel | HEK293 TMEM16A/YFP-H148Q/I152L, iodide quench fluorescence; active compounds read low | B-score at 10 µM | hit rate 0.3% among 340,000 | AID 623877;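 active = fluorescence-ratio B-score plate-corrected deviation score at least 3 library SD below zero, with starting fluorescence score within 5 deviations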;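 note: channel opened by trigger with iodide after compound preincubation; score built on the fluorescence ratio of max minus min over baseline; more negative score means more quench and so TMEM16A activation or potentiation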
TRPC4 agonist = activators of mouse TRPC4 channel; Q9QUQ5; HEK293 TRPC4beta/mu-opioid, Fluo4 calcium fluorescence; active compounds read high; B-score at 10 µM; hit rate 0.49% among 310,000; AID 2237;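 active = B-score above 5 SD of library B-scores, and initial fluorescence ratio not above library mean plus 5 SD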;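 note: positive B-score marks a calcium rise read as TRPC4 activation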
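Material: TRPC4beta and mu-opioid receptor HEK293 stable cells | Incubation: 45 min room-temperature Fluo4 loading, 110 s read | Detection: Kinetic Fluo4 calcium fluorescence | Measure: Integrated baseline-normalised fluorescence ratio, converted to per-well B score | Benchmarks: Low control buffer alone, high control maximal DAMGO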
MrgX1 agonist = agonists of human MrgX1 receptor; MrgX1-HEK293 cells, Fluo-4 calcium fluorescence, agonist mode; active compounds read high; B-score at 10 µM; AID 588627; hit rate 0.44% among 310,000;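 active = calcium response B-score plate-corrected fluorescence ratio at least 3 library SD, with starting fluorescence B-score inside 5 SD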
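Test system: HEK293 cells stably expressing human MrgX1 receptor; amount: 15,000 cells per well; doses: compound delivered in addition one of three; times: overnight plating before 1 h dye loading; detection: Fluo-4 NW calcium-flux fluorescence, kinetic read; read-out basis: B-scored fluorescence response ratio; controls: positive and negative controls per plate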
MrgX1 allo act = allosterically activates human MrgX1 receptor signaling. Q96LB2. MrgX1-HEK293, Fluo-4 calcium flux, FDSS; active compounds read high. B-score at 10 µM. hit rate 0.63% among 310,000. AID 588675;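 active = plate-corrected calcium response at least 3 library SD above typical, normal starting fluorescence, not activating the receptor alone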;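 note: compound read alongside a low EC10 to EC30 dose of BAM8-22 agonist; peak minus trough fluorescence over baseline measured at the second addition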
TRPC6 inhibitor = inhibitors of mouse TRPC6 channel | HEK293-TRPC6, membrane potential dye, ACh-evoked depolarization; active compounds read low | B-score at 10 µM | hit rate 1.1% among 310,000;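 active = B-score under library mean minus 3 SD, initial fluorescence not abnormally high, positive integrated signal ratio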;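 note: B-score derived from integrated fluorescence ratio over the kinetic read; more negative B-score means stronger inhibition of depolarization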
TRPC4 block = TRPC4 (mouse) channel inhibition; Q9QUQ5; HEK293 TRPC4beta/mu-opioid, DAMGO-evoked Fluo4 calcium flux; active compounds read low; B-score at 10 µM; hit rate 0.39% among 300,000;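 active = B-score over 3 SD under the library average, no early fluorescence shift, positive overall ratio signal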
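Assay system: HEK293 cells with stable TRPC4beta plus mu-opioid receptor expression. Dosing: single dose. Measured by: Fluo4 Ca2+ flux fluorescence. Also added: DAMGO in two steps, submaximal then maximal. Read-out: B score from integrated Fluo4 fluorescence ratio.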
SKKanGAS inh = blocks kanamycin growth of S. pyogenes SKKanGAS strain. BacTiter-Glo, 6 h. inhibition, % at 7.5 µM. hit rate 1.3% among 300,000. AID 1662;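 active = mean replicate score, as percent of positive control median, at least 50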;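 note: strain carries kanamycin resistance gene driven by streptokinase promoter and grows in 40 µg/ml kanamycin; loss of luminescence reflects streptokinase promoter inhibition or plain growth inhibition; 0% = median of DMSO wells and 100% = positive control at its reference dose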
* = called active by the depositor; i = inactive; . = no result given.

SMILES	ANO1 block	MrgX1 antagonist	TRPC4 PAM	TRPC6 act	ANO1 activ	TRPC4 agonist	MrgX1 agonist	MrgX1 allo act	TRPC6 inhibitor	TRPC4 block	SKKanGAS inh
CCCn1c(NC(=O)CCS(=O)(=O)c2ccc(C)cc2)nc2ccccc21	i	i	i	i	i	i	i	i	i	i	13
Cc1ccc(Oc2cc(C#N)c(C#N)cc2-n2nnc3ccccc32)cc1C	i	i	i	i	i	i	i	i	i	i	-2
Cc1cc(Cl)ccc1OC(C)C(=O)N1CCCN(C(=O)C(C)Oc2ccc(Cl)cc2C)CC1 (stereo not given)	i	i	i	i	i	i	i	i	i	i	6
CCCOC(=O)/C=C/c1c(C)[nH]c(=O)[nH]c1=O	i	i	i	i	i	i	i	i	i	i	4
COc1ccc(-c2cc(C(F)(F)F)nc(SCCC(=O)N3CCN4CCCC4C3)n2)cc1 (stereo not given)	i	i	i	i	i	i	i	i	i	i	5
CNC(=O)COc1coc(CN2CCN(c3ccc(OC)cc3)CC2)cc1=O	i	i	i	i	i	i	i	i	i	i	1
Nc1cc(C(=O)OCC(=O)NCCCc2ccccc2)ccc1Cl	i	i	i	i	i	i	i	i	i	i	-9
CCC(C)[C@H](NC(=O)[C@@H]1Cc2c([nH]c3ccccc23)C2c3ccccc3C(=O)N21)C(=O)NCC1CCCO1 (stereo not given in full)	i	i	i	i	i	i	i	i	i	i	15
CC1=NN(c2ccccc2)C(=O)/C1=C\c1cc(C)n(-c2ccccc2)c1C	i	i	i	i	i	i	i	i	i	i	-3
COc1ccccc1CC(=O)Nc1cccc(S(=O)(=O)N2CCOCC2)c1	i	i	i	i	i	i	i	i	i	i	1
CC(Oc1ccc(Cl)cc1Cl)c1ccn[nH]1 (stereo not given)	i	i	i	i	i	i	i	i	i	i	11
C=CCN(C(=O)c1csnn1)C(C(=O)NC1CCCC1)c1c(F)cccc1Cl (stereo not given)	i	i	i	i	i	i	i	i	i	i	2
CCOc1ccc(S(=O)(=O)NC2CCCC2)cc1C	i	i	i	i	i	i	i	i	i	i	-2
COc1ccccc1N1CCN(C2CCCN(C(=O)c3cscn3)C2)CC1 (stereo not given)	i	i	i	i	i	i	i	i	i	i	-1
CN(CC(=O)NCCCN1CCOCC1)S(=O)(=O)c1ccc(Br)cc1	i	i	i	i	i	i	i	i	i	i	10

Only MrgX1 agonist and TRPC4 block, for 2 of the compounds above:
| compound | MrgX1 agonist | TRPC4 block |
| --- | --- | --- |
| COc1ccccc1CC(=O)Nc1cccc(S(=O)(=O)N2CCOCC2)c1 | i | i |
| CC(Oc1ccc(Cl)cc1Cl)c1ccn[nH]1 (stereo not given) | i | i |

Next section
SMILES	ANO1 block	MrgX1 antagonist	TRPC4 PAM	TRPC6 act	ANO1 activ	TRPC4 agonist	MrgX1 agonist	MrgX1 allo act	TRPC6 inhibitor	TRPC4 block	SKKanGAS inh
O=C(/C=C/c1ccc(S(=O)(=O)N2CCOCC2)cc1)NCCCn1ccnc1	i	i	i	i	i	i	i	i	i	i	-19
CCOC(=O)C1(Cc2cccc(F)c2)CCN(C(=O)C2CCOCC2)CC1	i	i	i	i	i	i	i	i	i	i	7
O=C(Cc1cccs1)N/N=C/c1ccc(OCc2ccccc2)cc1	i	i	i	i	i	i	i	i	i	i	-13
CC(=O)n1c2ccccc2c2c1c1ccccc1n2C	i	i	i	i	i	i	i	i	i	i	-3
N#C/C(=C\c1cccnc1)C(=O)Nc1ccc(S(N)(=O)=O)cc1	i	i	i	i	i	i	i	i	i	i	8
CCc1ccc(C(=O)NC(CCSC)C(=O)O)cc1 (stereo not given)	i	i	i	i	i	i	i	i	i	i	6
O=C(Nc1nccs1)c1cc(Cl)nc2ccccc12	i	i	i	i	i	i	i	i	i	i	1
CC(=O)c1cc(-c2ccc(F)cc2)n(CC(=O)NCc2cccs2)c1C	i	i	i	i	i	i	i	i	i	i	0
Cc1ccc(/C=C/C(=O)OCc2nc(N)nc(Nc3ccccc3C)n2)o1	i	i	i	i	i	i	i	i	i	i	3
Cc1ccc(C(=O)NNC(=O)C2CCN(c3nccc(C)n3)CC2)cc1	i	i	i	i	i	i	i	i	i	i	2
CCCCCn1c(CNC(=O)c2cccs2)nc2ccccc21	i	i	i	i	i	i	i	i	i	i	6
O=C(N/N=C/c1ccc(-c2cccc(C(F)(F)F)c2)o1)c1ccccc1Br	i	i	i	i	i	i	i	i	i	i	11
CCS(=O)(=O)c1nc(NC(C)=O)n[nH]1	i	i	i	i	i	i	i	i	i	i	-1
O=C(Nc1ccc(N2CCOCC2)cc1)c1cccnc1	i	i	i	i	i	i	i	i	i	i	-1
COc1ccc(-c2cc(C(=O)NC3CC3)c3ccccc3n2)cc1	i	i	i	i	i	i	i	i	i	i	-1
Cc1cccc(NC2=C(Cl)C(=O)OC2NC(=O)c2ccccc2)c1 (stereo not given)	i	i	i	i	i	i	i	i	i	i	-3
CC(=NCc1cccnc1)C1=C(O)c2ccccc2C1=O	i	i	i	i	i	i	i	i	i	i	-1
O=C(CCC(=O)N1CCN(S(=O)(=O)c2ccc(Cl)cc2)CC1)Nc1ccc(Cl)cc1Cl	i	i	i	i	i	i	i	i	i	i	-5
Cc1cc(Cl)ccc1NC(=S)NCCCO	i	i	i	i	i	i	i	i	i	i	1
COc1ccc(NC(=O)CCN2C(=O)c3ccc([N+](=O)[O-])cc3C2=O)c(OC)c1	i	i	i	i	i	i	i	i	i	i	4
COc1ccc(-c2cc(C(=O)NCC3CCCO3)c3cc(C(C)C)ccc3n2)cc1 (stereo not given)	i	i	i	i	i	i	i	i	i	i	-1
O=C(OCc1nnc(-c2ccccc2)o1)c1cc(S(=O)(=O)N2CCOCC2)ccc1F	i	i	i	i	i	i	i	i	i	i	-4
c1ccc2c(c1)ccc1nnc(-c3ccc4c(c3)OCO4)n12	i	i	i	i	i	i	i	i	i	i	-2
COCCC(=O)N1CCC(n2nccc2NC(=O)c2ccccc2C)CC1	i	i	i	i	i	i	i	i	i	i	-2
O=S(=O)(c1ccccc1)N1CCSC1c1ccco1 (stereo not given)	.	.	i	i	i	i	.	.	i	i	-6
COc1ccc(N2C(=NC(=O)C3CCCO3)SC3CS(=O)(=O)CC32)cc1 (stereo not given)	i	i	i	i	i	i	i	i	i	i	-4
CN(C)S(=O)(=O)c1ccc2c(c1)C(CC(=O)O)NC2=O (stereo not given)	i	i	i	i	i	i	i	i	i	i	-17
Cc1ccc(S(=O)(=O)NCC(=O)N2CCOCCOCCOCCOCC2)cc1	i	i	i	i	i	i	i	i	i	i	2
CCOC(=O)c1[nH]c(C)c(C(=O)NCCc2ccc(OC)cc2)c1C	i	i	i	i	i	i	i	i	i	.	-1
O=C(Cn1cncn1)NCCC(c1ccccc1)c1ccccc1	i	i	i	i	i	i	i	i	i	i	-1
Cc1cc(C)nc(NS(=O)(=O)c2ccc(NC(=O)CCC(=O)O)cc2)n1	i	i	i	i	i	i	i	i	i	i	2
COc1ccccc1-c1nc(-c2ccccn2)no1	i	i	i	i	i	i	i	i	i	i	25
CC1C(=O)N(c2ccc(S(=O)(=O)N(C)C)cc2)C1(/C=C/c1ccccc1)C(=O)NC1CCCC1 (stereo not given)	i	i	i	i	i	i	i	i	i	i	13
Cc1cccc(NC(=O)CCCn2cc([N+](=O)[O-])cn2)n1	i	i	i	i	i	i	i	i	i	i	3
CCCNC(=O)COC(=O)CCC(=O)c1ccc(F)cc1	i	i	i	i	i	i	i	i	i	i	-2
COc1ccc2c(c1)c(=O)oc1cc(OCC(=O)NC3CCCCC3)ccc12	i	i	i	i	i	i	i	i	i	i	12
Cn1c(-c2csc(-c3cccc(C(F)(F)F)c3)n2)n[nH]c1=S	i	i	i	i	i	i	i	i	i	i	1
COc1ccc(C2CC(c3c(-c4ccccc4)c4cc(Cl)ccc4[nH]c3=O)=NN2S(C)(=O)=O)cc1 (stereo not given)	i	i	i	i	i	i	i	i	i	i	15
CCN(Cc1ccccc1)C(=O)C1CCN(Cc2sccc2C)CC1	i	i	i	i	i	i	i	i	i	i	-10
O=C(O)CC(c1ccccc1)N1C(=O)c2ccccc2C1=O (stereo not given)	i	i	i	i	i	i	i	i	i	i	0
O=C(O)c1[nH]c2ccccc2c1-c1ccccc1	i	i	i	i	i	i	i	i	i	i	-9
O=C(c1cc(-c2ccc(Br)cc2)nc2ccccc12)N1CCN(c2ccccc2O)CC1	i	i	i	i	i	i	i	i	i	i	59*
COC(=O)/C=C1\N/C(=N\c2nc(C)cc(C)n2)N(c2ccccc2)C1=O	i	i	i	i	i	i	i	i	i	i	3
CCC(c1nnnn1CCc1ccccc1)N(Cc1ccco1)Cc1cc2cccc(C)c2[nH]c1=O (stereo not given)	i	i	11*	i	i	i	i	i	i	i	13
O=C(O)c1cc(CN2CCOCC2)oc1-c1ccccc1	i	i	i	i	i	i	i	i	i	i	-4
COC(=O)c1cc(Br)ccc1NC(=O)Nc1ccccc1	i	i	i	i	i	i	i	i	i	i	2
COc1ccc(-n2cc(CNC3CCN(C)CC3)c(-c3cccc(F)c3)n2)cc1	i	i	i	i	i	i	i	i	i	i	-5
O=C(Nc1nnc(C2CC2)o1)c1ccc(S(=O)(=O)N2CCCc3ccccc32)cc1	i	i	i	i	i	i	i	i	i	i	91*
O=C(c1ccc2c(c1)OCO2)N1CCC2(CC1)Oc1ccc(F)cc1C(=O)C21CC(c2ccccc2)=NO1 (stereo not given)	i	i	i	i	i	i	i	i	i	i	16
CCCCC(=O)Nc1ccc(C(=O)NCCc2ccccc2)cc1	i	i	i	i	i	i	i	i	i	i	3
COc1cccc(C(=O)N2CCN(C3CCCCC3)CC2)c1	i	i	i	i	i	i	i	i	i	i	-5
O=C(C1=C(O)C(=O)N(CCN2CCOCC2)C1c1ccncc1)c1ccco1 (stereo not given)	i	i	i	i	i	i	i	i	i	i	-3
COc1ccccc1N1CCN(C(=O)C(Sc2ccccc2)c2ccccc2)CC1 (stereo not given)	i	i	i	i	i	i	i	i	i	i	3

From PubChem
